Screening data from PubChem BioAssay.
GAA spleen mod = inhibits or activates alpha-glucosidase in human spleen homogenate; human spleen homogenate, 4-MU-alpha-glucoside fluorescence; Potency, µM (doses to about 79.9 µM), without a hit: top-dose activity change, negative = inhibition, actives largely listed as inhibitors; 0.006% of 240,000 active; P10253;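 also: 0% = enzyme with vehicle and -100% = no enzyme basal signal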
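AC50 values come from Hill-equation fits of concentration-response data, normalized to no-enzyme and full-activity controls. Enzyme source: 1 ug human spleen homogenate; 1 mM fluorogenic 4-MU glucoside, pH 5.0 citrate buffer, 37 C, 40 min.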
HTT ATP protect = Huntington cell model cytoprotection by ATP luminescence; PC12 HTT-Q103 induced, cytoprotection, ATP luminescence, 40 h; Potency, µM (series often up to 56.4 µM), inactives show cytoprotection (ATP increase), actives largely listed as activators; 0.14% of 230,000 active;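 also: % of control where 0% means no effect; nearly all actives have a fitted effect of over 45% in size; toxic huntingtin expression switched on by the ecdysone agonist tebufenozide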
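ATP quantification (ATPlite) reports survival of PC12 cells in which tebufenozide, 100 nM final, switches on Htt exon 1 with 103 glutamines linked to GFP; compounds are titrated.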
GAA inh = inhibitors of human lysosomal alpha-glucosidase; Potency, µM (series often up to 76.9 µM), inactives show at the highest dose activity change, negative = inhibition, usual class: inhibitors; 0.005% of 200,000 active; P10253; purified human GAA, 4-MU-alpha-glucoside fluorescence;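 also: plate controls were uninhibited enzyme wells for no effect and no-enzyme background for full effect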
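Fluorescence at Ex 365/Em 440 nm from 4-methylumbelliferone reported enzyme activity after 20 min at room temperature. Reactions used 4 nM enzyme and 400 uM substrate at pH 5.0; curves fitted with the Hill equation.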
HTT aggregate = mutant huntingtin aggregation inhibition; 1.1% of 220,000 active; AID 1688; PC12 HttQ103-GFP aggregates, Acumen cytometry, 40 h; Potency, µM (top dose mostly 46.1 µM), inactives show at the top dose activity change, negative = inhibition, hits mostly inhibitors; also: % is scaled to controls: 0 for no effect and ±100 for the full control effect; nearly all actives have a fitted effect of over 60% in size
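Using laser scanning cytometry, GFP-positive aggregates were counted after lysis of PC12 cells induced with 100 nM tebufenozide to express HTT exon 1 Q103–GFP. Compounds were tested in titration.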
IMPase Li cell = IMPase inhibition in cells with lithium potentiation; CHO-M1 cells, IP1 TR-FRET (IP-One), carbachol + lithium; AID 1457; Potency, µM (series often up to 59.4 µM), for inactives: at the top dose activity, negative = IMPase inhibition, most hits filed as inhibitors; 0.35% of 210,000 active;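 also: IP1 builds up when IMPase is blocked and the TR-FRET signal falls; plate controls were basal vehicle for no effect and high inhibitor control for full effect; nearly all actives have a fitted effect of over 50% in size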
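Readout is a homogeneous TR-FRET IP1 immunoassay (Ex 320, Em 665 and 620), where raised cytosolic IP1 lowers signal. Cells were CHO-M1 treated 30 min at 37C with test compounds plus a little lithium; AC50 values came from Hill-equation fitting.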
GAA glycogen = alters human alpha-glucosidase cleavage of glycogen; P10253; recombinant GAA, glycogen substrate, Amplex Red glucose oxidase fluorescence; Potency, µM (highest dose often 76.4 µM), for inactives: at the highest dose activity change, negative = inhibition, actives largely listed as inhibitors; 0.38% of 300,000 active;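 also: 0% = full enzyme reaction and -100% = no-enzyme basal signal; the screen sought inhibitors and activators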
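Recombinant human enzyme (4 nM); glycogen substrate; 37 C, 40 min, pH 5.0. Readout: coupled glucose oxidase/Amplex Red fluorescence.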
RGS12 GoLoco inh = inhibitors of human Gai1-RGS12 GoLoco interaction (red fluorophore) | P63096 | Gai1:RGS12 GoLoco peptide FP, rhodamine, 10 min | Potency, µM (series often up to 61.6 µM), for the others: top-dose activity, negative = inhibition, hits mostly inhibitors | 0.44% of 230,000 active; active = well fitted inhibition curve with a large enough effect, not every such curve was filed as active; inactive = no such curve, though single readings can be large or run the other way; also: % is scaled to controls: 0 for no effect and ±100 for the full control effect; nearly all actives have a fitted effect of over 30% in size; many of its hits are not listed in these tables
Target sequence (P63096 whole entry, looked up): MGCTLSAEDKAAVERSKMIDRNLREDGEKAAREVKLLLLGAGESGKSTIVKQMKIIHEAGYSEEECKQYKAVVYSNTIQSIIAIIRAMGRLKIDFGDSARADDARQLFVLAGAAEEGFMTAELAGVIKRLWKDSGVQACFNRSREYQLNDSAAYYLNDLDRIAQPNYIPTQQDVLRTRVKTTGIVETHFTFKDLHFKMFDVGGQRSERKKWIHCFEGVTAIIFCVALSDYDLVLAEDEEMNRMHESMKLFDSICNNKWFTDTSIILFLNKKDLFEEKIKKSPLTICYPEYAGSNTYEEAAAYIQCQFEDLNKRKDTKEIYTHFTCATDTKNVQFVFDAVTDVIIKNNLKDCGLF
An asterisk follows results filed as active; u = inconclusive; x = not tested or not shown; [ ] = another dose, or the depositor's remark. Unless noted, calls follow the shape of the dose curve; as a rule, active = well fitted curve in the direction sought with a large enough effect; inconclusive = small, poorly fitted or top-dose-only effect, or another doubt; inactive = no such curve, though single readings can be large; an effect the other way counts as inactive or inconclusive. Potency is read from the fitted curve at half-maximal effect. This is a subset, so the mix of outcomes need not match the whole.

The opening four entries (preview)
No.	SMILES	GAA spleen mod	HTT ATP protect	GAA inh	HTT aggregate	IMPase Li cell	GAA glycogen	RGS12 GoLoco inh
1	Fc1ccc(/C=C2\CCCC3=C2NC(=S)NC3c2ccc(F)cc2)cc1 (configuration not stated)	-2%	26%[10 µM]	-3%	28%	6%	-15%	-3%
2	NC(=S)n1[nH]c(-c2ccc([N+](=O)[O-])cc2)c(N=Nc2ccc(Cl)cc2)c1=O	-2%	-85%	-3%	7.9µM*	23%	-5%	10%
3	Cc1sc2nc(N3CCOCC3)[nH]c(=O)c2c1-c1ccccc1	7%	x	-6%	6%	-7%	-9%	-3%
4	Cc1ccc(C(=O)NCC(=O)OC(C)C(=O)Nc2ccc(N(C)C)cc2)cc1C (configuration not stated)	-29%	-24%	-10%	0%	1%	28%	-17%

Main list, from the first entry:
No.	SMILES	GAA spleen mod	HTT ATP protect	GAA inh	HTT aggregate	IMPase Li cell	GAA glycogen	RGS12 GoLoco inh
1	Fc1ccc(/C=C2\CCCC3=C2NC(=S)NC3c2ccc(F)cc2)cc1 (configuration not stated)	-2%	26%[10 µM]	-3%	28%	6%	-15%	-3%
2	NC(=S)n1[nH]c(-c2ccc([N+](=O)[O-])cc2)c(N=Nc2ccc(Cl)cc2)c1=O	-2%	-85%	-3%	7.9µM*	23%	-5%	10%
3	Cc1sc2nc(N3CCOCC3)[nH]c(=O)c2c1-c1ccccc1	7%	x	-6%	6%	-7%	-9%	-3%
4	Cc1ccc(C(=O)NCC(=O)OC(C)C(=O)Nc2ccc(N(C)C)cc2)cc1C (configuration not stated)	-29%	-24%	-10%	0%	1%	28%	-17%
5	Cc1ccccc1CNC(=O)c1ccc(Cl)c([N+](=O)[O-])c1	2%	x	-1%	9%	7%	-3%	-35%
6	N#Cc1cc2c(=O)n3ccccc3nc2n(Cc2ccco2)c1=NC(=O)c1ccco1	-4%	x	u	15%	-7%	1%	0%
7	COc1ccc(NC(=O)COC(=O)CNS(=O)(=O)c2ccc(F)c(F)c2F)cc1OC	-7%	35%[10 µM]	3%	11%	-2%	12%	2%
8	COc1ccc(NS(=O)(=O)c2ccc(OC)c(N(C)S(=O)(=O)c3ccc(Cl)cc3)c2)cc1	-8%	-40%[inhibitor]	-5%	u	25%[38.3 µM]	-5%	24%
9	COc1ccccc1-c1nc(N(C)Cc2ccco2)c2ccccc2n1	11%	-100%[inhibitor]	x	x	24%	x	-5%
10	CCc1c(C)sc(NC(=S)N2CCN(CC)CC2)c1C(=O)OC	-14%	-20%	-3%	-4%	10%	u	13%
11	O=C(O)c1ccc(/C=N/Nc2nnnn2-c2ccccc2)cc1	0%	12%[0.074 µM]	-10%	5%	3%	7%	18%
12	N#CCC(=O)Nc1ccc(C(=O)OCC(=O)N(Cc2ccccc2)C2CCS(=O)(=O)C2)cc1 (configuration not stated)	-4%	u	0%	1%	-2%	10%	12%
13	CCc1nc(NCCCn2ccnc2)c2oc3ccccc3c2n1	9%	-11%	2%	-8%	-2%[38.3 µM]	-2%	1%
14	Cc1cc(C)c(NC(=O)/C(=C/c2ccccc2)c2ccccc2)c(C)c1	-5%	-36%[10 µM]	8%	-15%	12%	7%	5%
15	Cc1cc(NC(=O)c2ccccc2[N+](=O)[O-])ccc1Br	4%	-38%	-2%	-8%	-4%	2%	-1%
16	Cc1cc(N(CN2CCCC2=O)C(=O)c2ccccc2)no1	1%	-12%	-3%	7%	-20%[38.3 µM]	12%	-2%
17	CC(C)NCCCOc1ccc(Cl)cc1Br	0%	1%	-3%	-27%	-1%[38.3 µM]	7%	-3%
18	CCOC(=O)c1cnc(SC2CC(=O)N(c3ccccc3)C2=O)nc1N (configuration not stated)	1%	-23%	-7%	0%	-9%[38.3 µM]	-3%	7%
19	CN(C)CC(=O)Nc1ccc2cn[nH]c2c1	4%	20%[10 µM]	x	4%[9.22 µM]	-3%	13%	6%
20	CC(C)Oc1ccc(Br)cc1/C=N\NC(N)=S	5%	11%[10 µM]	-4%	u	3%	1%	-1%
21	CCOc1ccccc1N(CC(=O)NC1CCCCC1)C(=O)CNC(=O)c1ccco1	2%	-5%[1.9 µM]	-4%	-15%	2%	1%	1%
22	Cc1ccc(C)c(NC(=O)Cn2nc(-c3ccccc3)nc2-c2ccccc2)c1	2%	0%	2%	-2%	-2%[38.3 µM]	6%	-38%
23	CCn1c(N2CCN(C(=O)C34CC5CC(CC(C5)C3)C4)CC2)nc2ccccc21	-1%	20%[10 µM]	0%	-9%	22%	-6%	8%
24	Nc1cccnc1Sc1cc(Cl)cc(Cl)c1	-1%	15%	-2%	16%	18%[38.3 µM]	2%	1%
25	CC(=O)c1ccc(OCC(O)CN2CC(C)OC(C)C2)cc1 (configuration not stated)	3%	17%	1%	9%	-6%[38.3 µM]	-1%	6%
26	O=S(=O)(c1ccc(Cl)cc1)N1CCSC1c1ccco1 (configuration not stated)	-15%	-2%	-1%	-16%	3%[38.3 µM]	-11%	-3%
27	CC(C)N(Cc1cc2ccccc2[nH]c1=O)C(=O)c1ccco1	-10%	-28%	6%	7%	-8%	-3%	8%
28	O=C(Cn1nnc2ccccc21)Nc1ccccc1[N+](=O)[O-]	6%	24%[10 µM]	u	26%[9.22 µM]	4%	-1%	20%
29	Nc1c(-c2ccccc2)c(CN2CCOCC2)nn1-c1cccc([N+](=O)[O-])c1	-2%	-39%	-2%	6%	10%	0%	4%
30	CC(C)(C)n1nnnc1C(c1cccs1)N(Cc1cccnc1)Cc1ccccc1Cl (configuration not stated)	-5%	14%[10 µM]	u	u	29%	-10%	-3%
31	CCCCOC(=O)CCc1n[nH]c(=O)[nH]c1=O	-3%	-5%	-3%	-6%	5%[38.3 µM]	-20%	1%
32	CCOC(=O)c1c(O)c2ccccc2n(C)c1=O	-7%	-1%[10 µM]	u	-14%[9.22 µM]	3%	-7%	18%
33	CCOC(=O)c1ccc(NC(=S)N(CCCN2CCCC2)Cc2ccco2)cc1	-3%	-12%[10 µM]	-2%	-6%	14%	2%	4%
34	CC(=O)Nc1ccccc1OC(C)C(=O)NC(C)c1ccc(F)cc1 (configuration not stated)	-1%	8%[10 µM]	4%	2%	3%	12%	0%
35	CCNC(=S)NN=C1CCC(C(C)(C)C)CC1 (configuration not stated)	-6%	24%	5%	-2%[9.22 µM]	-6%[38.3 µM]	-27%	6%
36	FC(F)(F)c1cccc(-c2ccn3ncnc3n2)c1	1%	-29%	3%	19%	1%	-4%	3%
37	Cc1cccn2c(CN[C@@H]3CCCC[C@H]3c3ccccc3)c(C(=O)N3CCOCC3)nc12	-6%	x	13%	x	5%	10%	17%
38	COC(=O)C1=C(C)N=C2SC(C#N)=C(N)N2C1c1ccc(OC)cc1 (configuration not stated)	-5%	23%	-6%	u	18%[38.3 µM]	-9%	10%
39	CCCNc1ncnc2c1cnn2-c1ccc(OC)cc1	-10%	0%	-4%	8%	-7%[38.3 µM]	1%	-10%
40	CC(C)[C@H](NS(=O)(=O)c1cccc(C(F)(F)F)c1)C(=O)OCC(N)=O	-1%	-23%	u	2%	-9%	9%	12%
41	Nc1c(S(=O)(=O)c2cccs2)c2nc3ccccc3nc2n1CCc1ccccc1	u	-51%[inhibitor]	u	u	u	-4%	36%[activator]
42	Fc1ccc(NC(=S)N2CCN(c3cccc(C(F)(F)F)c3)CC2)cc1	-19%	-11%[10 µM]	-17%	-17%	11%	-4%	5%
43	CC(C)CCNC(=O)CN(C)S(=O)(=O)c1cccc2nsnc12	1%	3%	-9%	-1%	-15%[38.3 µM]	-19%	13%
44	O=C(CCC1CCCC1)Nc1ccc([N+](=O)[O-])cn1	1%	-9%[0.074 µM]	-18%	8%	11%	-1%	2%
45	COc1cc2cc(CN(C(=O)Nc3ccccc3)C3CCCC3)c(=O)[nH]c2cc1OC	-4%	-32%	-3%	6%	-5%[38.3 µM]	4%	0%
46	CC(=O)Nc1ccc(S(=O)(=O)NCC2CCC(C(=O)NCCCN3CCCC3=O)CC2)cc1 (configuration not stated)	-6%	3%[10 µM]	0%	6%	16%[38.3 µM]	1%	-18%
47	Cc1ccc(N2CCN(C(=O)c3ccccc3F)CC2)c(C)c1	-14%	16%[10 µM]	0%	u	29%[38.3 µM]	-3%	9%
48	CC(C)c1ccc(NC(=O)C(c2ccc3c(c2)OCO3)N2CCC3(CC2)OCCO3)cc1 (configuration not stated)	-2%	1%	-5%	-6%	25%[38.3 µM]	-7%	11%
49	COC(=O)c1nnn(-c2nonc2N)c1CSCCO	-2%	-4%	-7%	9%	35%[38.3 µM]	0%	0%
50	Cc1cc(C)cc(N2C(=O)c3nccnc3C2=O)c1	0%	19%[10 µM]	-9%	8%	2%	15%	-4%

Some of these compounds in order of count of non-hydrogen atoms, descending:
No.	SMILES	GAA spleen mod	HTT ATP protect	GAA inh	HTT aggregate	IMPase Li cell	GAA glycogen	RGS12 GoLoco inh
45	COc1cc2cc(CN(C(=O)Nc3ccccc3)C3CCCC3)c(=O)[nH]c2cc1OC	-4%	-32%	-3%	6%	-5%[38.3 µM]	4%	0%
41	Nc1c(S(=O)(=O)c2cccs2)c2nc3ccccc3nc2n1CCc1ccccc1	u	-51%[inhibitor]	u	u	u	-4%	36%[activator]
42	Fc1ccc(NC(=S)N2CCN(c3cccc(C(F)(F)F)c3)CC2)cc1	-19%	-11%[10 µM]	-17%	-17%	11%	-4%	5%

Next results
No.	SMILES	GAA spleen mod	HTT ATP protect	GAA inh	HTT aggregate	IMPase Li cell	GAA glycogen	RGS12 GoLoco inh
51	COc1ccc(-c2nn(CCC(=O)O)cc2/C=N/NC(N)=S)cc1	-3%	0%[10 µM]	x	2%[9.22 µM]	x	u	6%
52	CC(=O)c1ccc(N2C(=O)[C@@H]3[C@H](C2=O)[C@H]2c4ccccc4C=NN2[C@@H]3C(C)=O)cc1	3%	-13%[10 µM]	x	-2%[9.22 µM]	x	-3%	1%
53	COc1ccc(S(=O)(=O)NN=C2CCCC2)cc1	0%	28%	-1%	16%	-14%[38.3 µM]	0%	3%
54	O=S(=O)(c1ccccc1)n1nc(-c2ccccc2)nc1NCc1ccco1	-1%	-2%	-10%	-18%	3%[38.3 µM]	-18%	12%
55	COc1cc2c(cc1OC)C(Cc1ccc(O)cc1)N(C)CC2 (configuration not stated)	-7%	10%	-5%[15.4 µM]	9%	-2%	-3%	12%
56	CCc1nnc(NC(=O)[C@@H]2CCCN2S(=O)(=O)c2ccc3c(c2)OCCO3)s1	-5%	-22%	-13%	2%	-1%[38.3 µM]	-3%	5%
57	COc1cc2nc(CN3CCOCC3)n(CC(=O)NCC(F)(F)F)c(=O)c2cc1OC	-9%	25%[10 µM]	x	-3%[9.22 µM]	x	-6%	9%
58	CCOC(=O)CN(C#N)c1nc(C)cc(C)n1	-3%	22%[10 µM]	6%	-15%	1%	-1%	-9%
